# AID inhibitor = Primary qHTS assay for inhibitors of Activation Induced Cytidine Deaminase (AID): AID signal. Potency, µM (doses to about 115 µM), for inactives: at the highest dose activity change, negative = inhibition, usual class: inhibitors. Single-stranded DNA cytosine deaminase (Homo sapiens), Q9GZX7. AID deamination FRET fluorescence, UDG-coupled, 4 h. 91,000 compounds, 0.32% hits; note: nearly all actives have a fitted effect of over 25% in size
# Target sequence (Q9GZX7 whole entry, looked up): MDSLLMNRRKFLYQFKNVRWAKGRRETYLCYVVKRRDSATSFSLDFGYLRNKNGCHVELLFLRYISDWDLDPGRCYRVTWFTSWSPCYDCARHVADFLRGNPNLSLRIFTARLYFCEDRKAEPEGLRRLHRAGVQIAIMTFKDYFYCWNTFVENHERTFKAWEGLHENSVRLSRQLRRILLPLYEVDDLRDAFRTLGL
# UDG counter = Primary qHTS assay for inhibitors of Activation Induced Cytidine Deaminase (AID): UDG Counterscreen signal; Uracil-DNA glycosylase; FRET deamination/UDG coupled assay, UDG read, 4 h; Potency, µM (top dose mostly 115 µM), for inactives: at the top dose activity change, negative = inhibition, hits mostly inhibitors; 91,000 compounds, 0.14% hits; AID 1347430, 2020; note: nearly all actives have a fitted effect of over 65% in size
# * = called active by the depositor; ? = inconclusive; & = joins results of further samples; [ ] = another dose, or the depositor's remark. Calls come from the whole dose curve; as a rule, active = well fitted curve in the direction sought with a large enough effect; inconclusive = small, poorly fitted or top-dose-only effect, or another doubt; inactive = no such curve, though single readings can be large; an effect the other way counts as inactive or inconclusive. % is set by controls: 0 for no effect and ±100 for the full control effect; potency is the fitted concentration of half-maximal effect. An excerpt; the hit share may differ from the screen's.
# Under each structure: AID inhibitor	UDG counter
Cc1ccccc1C(=O)N1CCN(c2ccc(NC(=O)c3ccc4c(c3)OCCO4)cc2)CC1
    -12%	-5%
CC(C)CCN(Cc1ccco1)C(=O)c1cc2c(Cl)nc3ccccc3c2s1
    ?	-6%
CCCOc1ccc(C(=O)Nc2cccc3cccnc23)cc1
    ?	-10%
Cc1c(Cl)cccc1NC(=O)C(CCS(C)(=O)=O)N1Cc2ccccc2C1=O (stereo not given)
    0%	-28%
Cc1ccc2c(ccn2CCC(=O)Nc2nnc(C(C)C)s2)c1
    4%	0%
CN1CCOC(CNC(=O)Cc2cccc(F)c2)C1 (stereo not given)
    6%	-2%
COc1ccccc1N1CCN(CC(O)COc2cc(C)cc(C)c2)CC1 (stereo not given)
    -15%[57.5 µM]	-22%[57.5 µM]
CC(=O)Nc1c(C(=O)Nc2ccccc2F)oc2ccccc12
    2%	-7%
Cc1c(NC(=O)c2ccccc2)cc(C(C)C)c(O)c1S(=O)(=O)c1ccc(Cl)cc1
    10%	-4%
CCOC(=O)CSc1nc2ccc(NC(=O)c3ccccc3F)cc2s1
    7%	3%
O=C(c1cc(-c2ccc3c(c2)OCO3)nc2ccccc12)N1CCN(Cc2ccc3c(c2)OCO3)CC1
    -20%	-15%
COc1ccc2oc(C)c(C(=O)OC(C)C)c2c1
    -8%	-6%
O=C(Nc1ccccc1F)C1CC2CCC1C2 (stereo not given)
    7%	-9%
COC(=O)c1scc(-c2ccc(C)cc2)c1S(=O)(=O)N1CCN(c2ccc(C(C)=O)cc2)CC1
    10%	-30%
O=C1CC(N2CCC(c3nc4ccccc4o3)CC2)C(=O)N1c1cccc(Cl)c1 (stereo not given)
    1%	5%
Cc1ccc(C)c(Cn2nc(-c3cc(C)ccc3C)ccc2=O)c1
    ?	-30%
CC(C)CN(CC(C)C)CC(O)Cn1cc(/C=C/C(=O)c2ccccc2)c2ccccc21 (stereo not given)
    ?	-16%
Cc1cc(C)c2nc(N(Cc3cccnc3)C(=O)CCS(=O)(=O)c3ccccc3)sc2c1
    -7%&-6%	26%&0%
CCc1cccc(CC)c1NC(=O)c1ccc2c(c1)CCC2
    1%	3%
Cc1nc(/C=C/C(=O)NCc2ccccn2)cs1
    1%	6%
Cc1ccccc1-c1nn2c(COc3ccc(F)cc3)nnc2s1
    -7%	21%
COC(=O)c1ccc(Cl)cc1NC(=O)N1CC=C(c2c[nH]c3ccccc23)CC1
    13%	38%[activator]
Cc1ccc(F)c(NC(=O)c2ccn(Cn3nnc(-c4ccccc4)n3)n2)c1
    -20%	-9%
Cc1cc(C(=O)OC(C(=O)N(C)C)c2ccccc2)on1 (stereo not given)
    9%	4%
CCOC(=O)C1CCCN(C(=O)c2ccccc2NC(=O)c2nsc3ccccc23)C1 (stereo not given)
    -21%	-4%
Cc1cc2nc(SCC(=O)Nc3cc(C(F)(F)F)ccc3Cl)[nH]c(=O)c2[nH]1
    -1%	-2%
Cc1ccc(NC(=O)c2ccccc2C(F)(F)F)c(F)c1
    1%	5%
CCC(Sc1nc2ccccc2c(=O)n1CCc1ccc(OC)c(OC)c1)C(=O)N(CC)CC (stereo not given)
    ?	-10%
Cc1ccc(-n2ccn3c(CCC(=O)Nc4ccc(F)c(Cl)c4)nnc3c2=O)cc1C
    -4%	7%
O=C(O)CC(C(=O)O)c1ccco1 (stereo not given)
    -1%	-1%
CCN(c1ccccc1)S(=O)(=O)c1nnc(NC(=O)c2ccco2)s1
    2%	6%[57.5 µM]
Cc1ccc(NC(=O)c2ccc3[nH]c(C)cc(=O)c3c2)c(C)c1
    -4%	1%
O=C(CC1N=C2c3ccccc3N=C(SCC(=O)Nc3ccccc3F)N2C1=O)NCc1ccc2c(c1)OCO2 (stereo not given)
    -10%	-4%
CCOC(=O)C1=C(c2ccccc2)NC(=S)NC1c1ccc(C)cc1 (stereo not given)
    -2%	1%
Cc1ccc(N2C(=O)C(CC(=O)Nc3ccccc3)N(CCC3=CCCCC3)C2=O)cc1 (stereo not given)
    1%	-24%
CCCCCCCCS(=O)(=O)CCCCCCC(=O)O
    -6%	-13%
CCN(CC)c1ccc(NC(=O)C2CCN(S(=O)(=O)c3cnc[nH]3)CC2)c(C)c1
    45%[activator]	?
CCc1ccc(CN(Cc2ccco2)C(=O)c2ccc(C)cc2)cc1
    ?	-8%[57.5 µM]
Cc1ccc(NC(=O)CCSCCc2ccccn2)cc1
    ?	4%
Cn1c(COc2ccccc2C(C)(C)C)nc2ccccc21
    -23%	-14%
COc1ccc(NC(=O)CCn2c(=O)c3cccn3c3cccnc32)cc1Cl
    2%	2%
NCC1(N2CCCCC2)CCCCC1
    9%	6%
COc1c(C)cc(NS(=O)(=O)c2ccc3c(c2)OCCO3)cc1C
    23%	10%
Cc1ccc(-n2ncc(C(=O)N(C)Cc3ccccc3)c2-n2cccc2)cc1
    -20%	1%[57.5 µM]
CC(C)NC(=O)CNC(=O)C(=O)Nc1cccc2[nH]ccc12
    10%	4%
Cc1cc(Cl)ccc1NC(=O)c1ncoc1-c1ccco1
    12%	0%
Cc1ccc(C(=O)O)cc1F
    -6%	-1%
COc1ccc(C(=O)NNC(=O)CC2Sc3ccc(Cl)cc3NC2=O)cc1OC (stereo not given)
    25%	-5%
COc1ccc(Br)cc1CNC(=O)CCSCc1ccc(C)cc1
    -17%	-7%
O=C(CCn1nnc2ccccc21)OCC(=O)c1ccc(Cl)c(Cl)c1
    19%	-2%
CCOC(=O)c1ccc(NC(=O)CC2C(=O)N(c3ccccc3)C(=O)N2C2CCCCC2)cc1 (stereo not given)
    25%	?
CCc1ccc(S(=O)(=O)c2nnn3c2nc(NCc2cccs2)c2sccc23)cc1
    7%	26%
O=C(c1cc(-c2ccncc2)nc2ccccc12)N1CCN(C(=O)C2CC2)CC1
    5%	2%
CC(C)CNC(=O)CSc1nnc(COc2ccc(Cl)cc2)n1C
    -3%	5%
CNC(=O)NC(=O)CN(C)Cc1ccccc1C(F)(F)F
    -1%	2%
Cc1cc(C)cc(NC(=O)Cn2c(=O)c3ccccc3n3nncc23)c1
    17%	9%
Cc1cc2oc(=O)cc(C)c2c2occ(-c3ccc(Cl)cc3)c12
    15%	12%
CCOC(=O)C1CCN(S(=O)(=O)c2cc(Br)cc3c2N(C(=O)CC)CC3)CC1
    12%	-7%
O=C(NCc1ccccc1)c1ccc(CS(=O)(=O)c2c(Cl)cccc2Cl)o1
    3%	?
O=C(c1cccs1)N(Cc1ccc2[nH]ccc2c1)C1CC1
    12%	-8%

# Continued.
# Under each structure: AID inhibitor	UDG counter
Cc1oc(-c2ccccc2)nc1CC(=O)Nc1cc(Cl)c(N)c(Cl)c1
    1%	3%
COc1ccc(N(Cc2cccs2)C(=O)c2ccc(Br)o2)cc1
    ?	?
COc1ccc(C2Oc3c(C(C)(C)C)cc(C(C)=O)c4c(OC(C)=O)c(C(C)(C)C)cc2c34)cc1OC (stereo not given)
    -13%	-17%
CN(Cc1ccccc1)c1nnc(NC(=O)Nc2cccc(Br)c2)s1
    ?	?
COc1cc(C(=O)Nc2nc(C)c(C(=O)N(C)C)s2)cc(OC)c1OC
    -6%	-7%
CNS(=O)(=O)c1cc(NS(=O)(=O)c2c(F)cc(F)cc2Br)ccc1C
    2%	-1%
COc1ccc2nc(NC(=O)c3ccc(S(=O)(=O)N4CCC(C)CC4)cc3)sc2c1
    -29%	-4%
O=C(Nc1ccc(S(=O)(=O)N(Cc2ccccc2)c2ccccc2)cc1)c1ccc([N+](=O)[O-])cc1
    ?	-22%[57.5 µM]
COc1cc(C=O)c(-c2ccccc2)cc1OC
    3%	3%
O=C(O)CCCCCCCCCc1cccs1
    -13%	-12%
CC(O)CNc1nc2c(c(=O)n(Cc3ccc(Cl)cc3)c(=O)n2C)n1C (stereo not given)
    49%[activator]	-10%
O=c1c2ccccc2c(-c2nnc(SCC3CCCO3)o2)nn1Cc1ccccc1 (stereo not given)
    -22%	-3%
O=C1/C(=C\c2cccc(Cl)c2)Cc2ccccc21
    -10%	0%
O=C(/C=C/c1ccc(Br)cc1)N(C1CCCCC1)C1CCCCC1
    -5%	1%
OCCN1CCN(CCCN2c3ccccc3Sc3ccc(C(F)(F)F)cc32)CC1
    -22%	1%
CCOC(=O)c1cc(-c2ccc(C)cc2)n(CCC(=O)NCc2ccccc2)c1C
    7%	-1%
CC(C)(C)c1cc(-c2nc3ccccc3[nH]2)cc(C(C)(C)C)c1O
    -4%	-5%
CC(C)CC1Nc2ccc(C(=O)NCCCOC(C)C)cc2NC1=O (stereo not given)
    23%	3%
O=C(NC1(C(F)(F)F)N=C(c2ccccc2)N(Cc2ccco2)C1=O)c1cccs1 (stereo not given)
    1%	-2%
COc1cc(OC)c(NC(=O)N2CCOc3ccc(C)cc32)cc1Cl
    ?	-23%
CCOc1ccc(NC(=O)Cn2nc(CC)n3c(cc4sccc43)c2=O)cc1
    -8%	-2%
CN(Cc1ccc(F)cc1)C(=O)c1cc(-c2ccncc2)nc2ccccc12
    -3%	5%
Cc1noc(CSc2nnc(Nc3ccc(C(C)C)cc3)s2)n1
    5%	-4%
COC(=O)c1ccoc1COC(=O)Cc1coc2cc(C)c(C)cc12
    -14%	-8%
CC(=O)N1CCc2c(sc3c2c(=O)n(CCc2ccccc2)c(=O)n3CC(=O)Nc2ccc(C)c(F)c2)C1
    7%	-3%
O=C(Nc1ccc(OC(F)(F)F)cc1)C(NS(=O)(=O)c1cccc2nsnc12)c1ccccc1 (stereo not given)
    -27%	-1%
CCSc1nc2c(c(=O)[nH]1)C(c1ccc(O)c(OC)c1)C1=C(CCCC1=O)N2 (stereo not given)
    2%	-1%
COc1ccc2nc3oc(C(=O)NCc4ccccc4OC)cc3cc2c1
    44%[activator]	-1%
Fc1ccc(CCNC(=S)Nc2ccc(Oc3ccccc3)cc2)cc1
    -17%	-5%
O=C(CSc1cccc2cccc(Cl)c12)Nc1ccc2ccccc2c1
    25%	-3%

# Some of these compounds in order of molecular weight, smallest number first.
# Under each structure: AID inhibitor	UDG counter
CN(Cc1ccc(F)cc1)C(=O)c1cc(-c2ccncc2)nc2ccccc12
    -3%	5%
CCOc1ccc(NC(=O)Cn2nc(CC)n3c(cc4sccc43)c2=O)cc1
    -8%	-2%
CCSc1nc2c(c(=O)[nH]1)C(c1ccc(O)c(OC)c1)C1=C(CCCC1=O)N2 (stereo not given)
    2%	-1%

# Following part
# Under each structure: AID inhibitor	UDG counter
CCOC(=O)C(NC=C(C#N)C#N)C(=O)OCC
    -3%	-5%
Cc1cc(NC(=O)C(=O)c2c[nH]c3ccc(F)cc23)no1
    -1%	-6%
CC1CCCN(c2ncnc3c2cnn3-c2ccc(F)cc2)C1 (stereo not given)
    -23%	-29%
Cc1cccc(OCCSc2nc3ccc(NC(=O)COc4ccccc4)cc3s2)c1
    11%	-28%
COc1ccc(NC(=O)Nc2cccc(OCc3cc(=O)n4cccc(C)c4n3)c2)c(OC)c1
    5%	29%
Cc1ccc(-n2ncc3c(=O)n(Cc4cccc(Cl)c4)cnc32)cc1C
    8%	2%
COc1ccccc1CNC(=O)c1scnc1C
    9%	12%
Cc1ccc(NC(=O)C2Cc3ccccc3N2C(=O)c2ccccc2)cc1Cl (stereo not given)
    -2%	0%
FC(F)(F)C1(C(F)(F)F)C2C=CC(C2)N1c1nccs1 (stereo not given)
    -3%	3%
CCOc1cccc2sc(N3CCN(C(=O)C4CC4)CC3)nc12
    1%	4%
CC1=C(C(=O)Nc2ccc(Cl)cc2C(=O)NCCc2cccs2)SCCO1
    2%	-2%
O=C(O)Cc1sc(Nc2ccccc2)nc1-c1ccccc1
    10%	8%
CC1CCN(S(=O)(=O)c2ccc3c(c2)N(CC(=O)O)C(=O)CO3)CC1
    -1%	42%[activator]
Cc1ccc(-n2c(-c3ccco3)nc3c(cnn3-c3ccccc3Cl)c2=O)cc1
    -1%	-2%
CCC(C)NC(=O)NC1CCN(c2nc3ccccc3n(C)c2=O)CC1 (stereo not given)
    -7%	-11%

# Among those listed so far, eleven contain two or more sulfur atoms.
# Under each structure: AID inhibitor	UDG counter
CCOC(=O)CSc1nc2ccc(NC(=O)c3ccccc3F)cc2s1
    7%	3%
COC(=O)c1scc(-c2ccc(C)cc2)c1S(=O)(=O)N1CCN(c2ccc(C(C)=O)cc2)CC1
    10%	-30%
Cc1cc(C)c2nc(N(Cc3cccnc3)C(=O)CCS(=O)(=O)c3ccccc3)sc2c1
    -7%&-6%	26%&0%
CCN(c1ccccc1)S(=O)(=O)c1nnc(NC(=O)c2ccco2)s1
    2%	6%[57.5 µM]
CCc1ccc(S(=O)(=O)c2nnn3c2nc(NCc2cccs2)c2sccc23)cc1
    7%	26%
CNS(=O)(=O)c1cc(NS(=O)(=O)c2c(F)cc(F)cc2Br)ccc1C
    2%	-1%
COc1ccc2nc(NC(=O)c3ccc(S(=O)(=O)N4CCC(C)CC4)cc3)sc2c1
    -29%	-4%
Cc1noc(CSc2nnc(Nc3ccc(C(C)C)cc3)s2)n1
    5%	-4%
O=C(Nc1ccc(OC(F)(F)F)cc1)C(NS(=O)(=O)c1cccc2nsnc12)c1ccccc1 (stereo not given)
    -27%	-1%
Cc1cccc(OCCSc2nc3ccc(NC(=O)COc4ccccc4)cc3s2)c1
    11%	-28%
CC1=C(C(=O)Nc2ccc(Cl)cc2C(=O)NCCc2cccs2)SCCO1
    2%	-2%

# Screens from PubChem BioAssay.
